CHOP UPR activ: apoptotic UPR (CHOP) activation. CHO-CHOP luciferase reporter, luminescence; percent of tunicamycin response over DMSO baseline. activation, % at 10 µM. hit rate 0.34% among 330,000;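 active = at 10 µM dose, activation of 40% or more, normalized to positive control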;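 also: 100% = tunicamycin at 10 µg/mL and 0% = DMSO alone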
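Test system: CHO-CHOP cells, stable luciferase reporter of PERK-eIF2a-CHOP signalling | Quantity: 500 CHO-CHOP cells per well | Buffer or medium: F12 plus 10% serum | Compound dosing: 10 µM single point, 0.5% DMSO | Schedule: 6 h compound treatment, 37 °C | Signal: Luciferase luminescence | Control set: Tunicamycin high control, DMSO low control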
tim10-1 inh: tim10-1 yeast growth inhibition; S. cerevisiae tim10-1 ts strain growth, BacTiter-Glo, 24 h; inhibition, % at 20 µM; hit rate 2.2% among 330,000; AID 463190;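 active = inhibition of at least 40%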;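 also: mutant grown at 25 °C; 0% = DMSO wells with yeast and 100% = wells holding no yeast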
Jurkat NFkB inh: inhibitors of the PMA/ionomycin-induced NF-kB reporter in Jurkat cells; hit rate 0.53% among 330,000; PMA/ionomycin-induced NF-kB luciferase reporter, luminescence; inhibition, % at 4 µM; AID 435003; in the data active = inhibition above about 50%
Mdm2 MdmX PPI: human Mdm2/MdmX binding inhibition | O15151+Q00987 | SaOS-2 split-luciferase Mdm2/MdmX complementation, luminescence | inhibition, % at 8 µM | hit rate 3% among 330,000 | AID 485346;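 active = inhibition of at least 50% at 8 µM in the primary screen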
Target sequence (O15151 whole entry, looked up): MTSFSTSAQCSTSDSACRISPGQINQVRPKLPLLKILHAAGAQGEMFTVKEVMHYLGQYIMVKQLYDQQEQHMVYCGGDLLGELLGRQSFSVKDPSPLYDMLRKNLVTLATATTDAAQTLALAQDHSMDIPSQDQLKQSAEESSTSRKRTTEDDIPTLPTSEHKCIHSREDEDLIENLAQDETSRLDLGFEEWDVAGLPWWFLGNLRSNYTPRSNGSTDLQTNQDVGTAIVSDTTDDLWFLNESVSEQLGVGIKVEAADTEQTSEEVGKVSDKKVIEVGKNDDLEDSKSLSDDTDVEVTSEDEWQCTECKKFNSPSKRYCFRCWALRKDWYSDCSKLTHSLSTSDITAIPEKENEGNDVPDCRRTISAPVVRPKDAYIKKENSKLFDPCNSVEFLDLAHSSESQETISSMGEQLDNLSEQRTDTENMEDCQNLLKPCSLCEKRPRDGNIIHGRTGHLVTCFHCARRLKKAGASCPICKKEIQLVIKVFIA
Target sequence (Q00987 whole entry, looked up): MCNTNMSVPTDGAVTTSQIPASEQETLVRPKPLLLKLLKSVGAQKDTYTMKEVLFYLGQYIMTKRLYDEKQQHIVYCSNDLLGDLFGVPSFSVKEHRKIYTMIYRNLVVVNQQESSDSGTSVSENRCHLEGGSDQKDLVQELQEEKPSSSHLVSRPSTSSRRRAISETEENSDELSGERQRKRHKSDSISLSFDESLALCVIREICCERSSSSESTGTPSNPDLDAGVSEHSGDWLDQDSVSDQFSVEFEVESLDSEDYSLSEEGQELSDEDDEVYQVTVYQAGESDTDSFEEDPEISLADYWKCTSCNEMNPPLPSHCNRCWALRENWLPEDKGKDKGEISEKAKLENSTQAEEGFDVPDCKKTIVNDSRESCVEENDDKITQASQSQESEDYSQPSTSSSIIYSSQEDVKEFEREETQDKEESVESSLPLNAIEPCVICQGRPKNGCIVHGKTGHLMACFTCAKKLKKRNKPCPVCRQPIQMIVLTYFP
tim23-1 inh: inhibits growth of tim23-1 mutant yeast; S. cerevisiae tim23-1 growth, BacTiter-Glo luminescence, 24 h; inhibition, % at 20 µM; hit rate 1.3% among 330,000; AID 463212;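 active = growth inhibition of the mutant yeast at or above 50%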;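 also: temperature-sensitive mutant grown at 25 °C; plate controls were DMSO-treated mutant yeast for no effect and medium wells lacking yeast for full effect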
TIM10 inh: TIM10 yeast growth inhibition; S. cerevisiae TIM10 strain growth, BacTiter-Glo luminescence, 24 h; inhibition, % at 10 µM; hit rate 1.4% among 330,000;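 active = inhibition of 40% or more at the single tested concentration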;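 also: wild-type TIM10 isogenic control strain grown at permissive 25 °C; 0% = DMSO yeast wells and 100% = minimal medium wells without yeast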
UPR XBP1 act: adaptive UPR (XBP1) activation. CHO-XBP1 luciferase reporter, IRE1-XBP1 UPR activation, luminescence; percent of tunicamycin response, DMSO as zero. activation, % at 20 µM. hit rate 0.33% among 330,000;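 active = versus positive control, 20 µM dose yields 30% or more activation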;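 also: 100% = tunicamycin at 10 µg/mL and 0% = DMSO only wells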
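Assay system: IRE1-XBP1 luciferase reporter CHO line. Input: 1000 cells/well. Buffer or medium: F12 with 10% serum. Doses: 20 µM, 1% DMSO. Times: overnight seeding at 37 °C, 6 h compound treatment at 37 °C. Technique: Steady-Glo luciferase glow luminescence, 10 min after reagent addition.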
697 NFkB inh: lowers PMA/ionomycin-induced NF-kB signal in 697 B cells; 697 B-cell NF-kB luciferase reporter, 16 h; inhibition, % at 4 µM; hit rate 0.33% among 330,000; in the data active = inhibition above about 35%
Starred values were filed as active, the others as inactive; / = not tested or not shown. The order is random; about 6.6% have a hit in one of these screens.

| SMILES | CHOP UPR activ | tim10-1 inh | Jurkat NFkB inh | Mdm2 MdmX PPI | tim23-1 inh | TIM10 inh | UPR XBP1 act | 697 NFkB inh |
| --- | --- | --- | --- | --- | --- | --- | --- | --- |
| CCOC(=O)C1=C(C)NC(=O)NC1c1c(C)nn(-c2ccccc2)c1Cl (stereo not drawn) | -1.5 | -1.1 | -17.1 | -15.2 | 15.0 | 4.5 | -3.7 | -45.7 |
| CC(C(=O)O)N(c1ccccc1Cl)S(C)(=O)=O (stereo not drawn) | -3.2 | 1.3 | 8.4 | 10.1 | 14.0 | 8.6 | 1.1 | -13.2 |
| Cc1ccc(C(=O)Nc2sc(Cc3ccc4c(c3)OCO4)c(C)c2C(N)=O)cc1 | 1.3 | 6.6 | 13.4 | 75.3* | -1.3 | -21.8 | 0.3 | 0.9 |
| CN(C)CCCNc1oc(-c2ccc(Cl)cc2)nc1C#N | 2.1 | 0.1 | -11.7 | 20.7 | 6.8 | -2.3 | 7.4 | -5.3 |
| CCN(c1ccc(NC(=O)COC(=O)C(C)N=C2NS(=O)(=O)c3ccccc32)cc1)C(C)C (stereo not drawn) | 0.1 | -6.0 | 6.1 | -14.4 | 10.4 | 2.1 | 0.2 | 8.9 |
| O=C(Cn1c(=O)n(CCCC(=O)NC2CCCC2)c(=O)c2ccccc21)NCCC1=CCCCC1 | -0.4 | -1.8 | 0.6 | 17.5 | 6.9 | 7.1 | -3.8 | -5.1 |
| CS(=O)(=O)c1ccc2nc(NC(=O)c3ccc(Cl)cc3)sc2c1 | 3.2 | -8.3 | -18.9 | -12.4 | 5.9 | 9.3 | -1.6 | -21.8 |
| CC(C)CNC(=O)COC(=O)CNC(=O)c1cc(Cl)cc([N+](=O)[O-])c1 | 0.4 | -2.8 | 13.7 | -0.2 | 4.2 | 11.8 | -2.9 | 2.4 |
| CSc1ccccc1NC(=O)c1cc(C)on1 | 0.7 | 10.0 | 7.6 | 16.5 | 3.0 | 12.1 | 0.0 | 11.6 |
| COC(=O)Nc1ccc(S(=O)(=O)N2CCCc3cccc(O)c32)cc1 | 0.4 | 29.8 | 45.6 | 55.1* | 18.1 | 30.6 | 0.7 | -33.4 |
| CC(=O)c1ccc(NC(=O)c2cc(Cl)nc3ccccc23)cc1 | -1.0 | 17.0 | 0.7 | -32.4 | 9.0 | 17.3 | -1.0 | 15.7 |
| COC(=O)/C(C#N)=C/c1c(N2CCCCCC2)nc2c(C)cccn2c1=O | 0.8 | 15.5 | 7.0 | 6.5 | 35.6 | 11.2 | 1.0 | -21.6 |
| C/C(=N\OCC(=O)OCC(=O)NC(=O)c1ccc(OC(F)F)cc1)c1ccc2c(c1)OCO2 | -1.4 | 5.1 | 3.4 | 13.6 | -9.9 | -15.3 | -0.6 | 3.0 |
| Cc1ccc(NC2CCCN(C(=O)c3ccc4nccnc4c3)C2)cc1C (stereo not drawn) | 0.5 | 8.9 | 1.6 | 17.5 | 13.9 | 15.0 | -5.2 | 14.6 |
| COc1ccc(S(=O)(=O)NCC2CCCN(C(=O)c3ccco3)C2)cc1 (stereo not drawn) | 9.2 | -3.0 | 7.3 | 10.4 | 3.7 | -11.9 | -0.5 | 13.9 |
| O=C(O)C1CCN(S(=O)(=O)c2ccc(N3CCOCC3)c([N+](=O)[O-])c2)CC1 | 0.2 | -4.5 | 5.1 | -10.2 | 5.8 | 11.0 | -2.8 | 6.9 |
| COC(=O)c1ccc(NC(=S)NC(=O)c2c(Cl)cnn2C)cc1 | 1.0 | 7.4 | -11.3 | 8.9 | -8.7 | -6.7 | 3.5 | -21.3 |
| COc1ccc(NC(=O)c2ccccc2OCc2c(C)noc2C)cc1OC | -0.8 | 15.7 | -1.0 | 11.6 | 14.6 | 13.4 | -2.7 | -4.4 |
| Fc1ccc(/C=N/NC2=Nc3cccc4cccc2c34)cc1 | 9.6 | 29.3 | -132.2 | -179.9 | 2.7 | 37.7 | 3.3 | -150.0 |
| CC(=O)CSc1ccc(-c2nc3ccccc3[nH]2)cn1 | 1.0 | 1.2 | -119.3 | -93.0 | 18.2 | -0.4 | -7.0 | -158.4 |
| CCN(CC)S(=O)(=O)c1ccc(OC)c(NC(=O)C2CC(=O)N(c3ccc(C)cc3)C2)c1 (stereo not drawn) | 0.2 | 12.2 | 0.0 | -3.9 | 16.8 | -6.3 | -4.2 | 9.9 |
| Cc1cc(C)c(C)c(S(=O)(=O)N2CCN(CC(=O)c3c(N)n(Cc4ccccc4)c(=O)n(C)c3=O)CC2)c1C | 8.3 | 15.8 | 36.2 | 30.2 | 10.2 | 16.9 | 8.8 | 6.8 |
| O=C(NNC(=S)Nc1ccccc1Cl)C1CC1 | 3.6 | 13.8 | 11.4 | -7.6 | -10.0 | -2.3 | -0.8 | 5.7 |
| O=C(Nc1nnc(-c2ccncc2)o1)c1ccc2ccccc2c1 | 1.4 | 4.4 | -0.3 | 23.3 | 3.1 | -7.4 | -0.5 | -4.1 |
| Cc1ccnc(N2CCC(C(=O)Nc3ccc4c(c3)OCCO4)CC2)n1 | -0.1 | 0.9 | -17.0 | -9.6 | -1.6 | -9.7 | 2.4 | -15.1 |
| COc1cccc(CNC(=O)c2cccc(NC3=NC4CS(=O)(=O)CC4S3)c2)c1 (stereo not drawn) | -2.2 | -7.4 | 6.3 | 12.9 | -3.3 | -6.7 | -0.6 | 9.8 |
| Cc1cnc(NC(=O)c2c(-c3ccccc3)noc2C)s1 | -1.5 | 10.3 | -12.1 | -6.0 | 22.4 | 31.6 | -2.7 | -2.1 |
| O=C(COc1ccc(-n2cnnn2)cc1)Nc1ccc(F)c(Cl)c1 | 0.5 | 25.4 | 1.3 | 0.8 | 7.0 | 0.0 | -3.4 | -0.3 |
| CCN1CCCC1CNC(=O)C(=O)Nc1ccc(OC)cc1 (stereo not drawn) | 0.1 | 11.9 | -4.1 | 14.7 | 9.6 | 11.6 | -1.9 | 7.2 |
| CC(C)(C)C1CCc2[nH]c3ccccc3c(=O)c2C1 (stereo not drawn) | -2.8 | 29.3 | -22.7 | 3.8 | 45.7 | 44.3* | 3.4 | 6.7 |
| CCCCCCOc1ccc(/C(N)=N/O)cc1 | 6.9 | 16.2 | -56.2 | -79.9 | 21.9 | 19.2 | 5.7 | -58.5 |
| COc1cc(C(=O)N2CCN(Cc3ccc4c(c3)OCO4)CC2)c([N+](=O)[O-])cc1OC | -2.4 | 8.8 | 1.9 | 23.8 | 8.5 | 1.4 | -5.2 | -4.4 |
| Nn1c(SCC(=O)Nc2ccc3c(c2)OCO3)nncc1=O | 2.1 | 10.5 | 9.9 | -23.2 | 3.6 | 7.0 | -2.6 | 28.0 |
| O=C(Cc1ccccc1)Nc1ccc(NC(=O)c2cccc(Cl)c2)cc1 | 1.1 | -4.8 | 6.1 | 37.3 | 4.4 | 5.4 | -1.7 | 23.3 |
| C=CCC(=O)OCCCCCCOc1ccc(C(=O)O)cc1 | 0.0 | 20.3 | -11.1 | -1.1 | -0.3 | -8.5 | 1.8 | -0.7 |
| NC(=O)c1ccc(NC(=O)CSc2nnc(-c3ccncc3)n2Cc2ccco2)cc1 | -0.7 | 8.3 | 13.6 | 3.4 | 11.9 | 10.8 | -1.4 | 16.0 |
| CCOc1ccc(NC(=O)CSc2ccc3nnc(-c4cccnc4)n3n2)cc1 | 2.6 | 16.8 | -0.2 | 14.9 | 4.7 | 11.7 | -4.2 | -20.7 |
| COc1ccc(C2c3c(oc4ccc(Cl)cc4c3=O)C(=O)N2CCN2CCOCC2)cc1 (stereo not drawn) | 0.6 | -4.1 | -9.4 | -37.0 | 21.6 | -6.7 | -2.8 | 19.8 |
| Clc1ss/c(=N\c2ccccn2)c1Cl | -2.3 | 6.6 | -2.1 | 14.7 | 0.8 | -8.4 | -1.0 | 10.9 |
| C=CCOc1cccc(C2/C(=C(\O)c3ccc(F)cc3)C(=O)C(=O)N2CCN(C)C)c1 (stereo not drawn) | 1.9 | 8.0 | 3.8 | -0.9 | 13.6 | 7.0 | -2.6 | 4.2 |

A draw from above in order of heavy-atom count, lowest first:
| SMILES | CHOP UPR activ | tim10-1 inh | Jurkat NFkB inh | Mdm2 MdmX PPI | tim23-1 inh | TIM10 inh | UPR XBP1 act | 697 NFkB inh |
| --- | --- | --- | --- | --- | --- | --- | --- | --- |
| Nn1c(SCC(=O)Nc2ccc3c(c2)OCO3)nncc1=O | 2.1 | 10.5 | 9.9 | -23.2 | 3.6 | 7.0 | -2.6 | 28.0 |
| O=C(Cc1ccccc1)Nc1ccc(NC(=O)c2cccc(Cl)c2)cc1 | 1.1 | -4.8 | 6.1 | 37.3 | 4.4 | 5.4 | -1.7 | 23.3 |
| COc1ccc(C2c3c(oc4ccc(Cl)cc4c3=O)C(=O)N2CCN2CCOCC2)cc1 (stereo not drawn) | 0.6 | -4.1 | -9.4 | -37.0 | 21.6 | -6.7 | -2.8 | 19.8 |

More compounds.
| SMILES | CHOP UPR activ | tim10-1 inh | Jurkat NFkB inh | Mdm2 MdmX PPI | tim23-1 inh | TIM10 inh | UPR XBP1 act | 697 NFkB inh |
| --- | --- | --- | --- | --- | --- | --- | --- | --- |
| O=C(Nc1ccc2c(c1)OCO2)c1c(Cl)nc2sccn12 | 2.8 | 6.6 | -74.6 | -46.1 | 3.9 | 0.9 | -2.3 | -54.4 |
| COc1ccc(S(=O)(=O)N(CC(=O)N2CCOCC2)c2cc(Cl)ccc2OC)cc1OC | 1.4 | 18.3 | -6.0 | 1.1 | 19.8 | 16.9 | -0.2 | -10.9 |
| O=C(NNC(=O)c1ccccc1F)c1ccc(Cl)c(S(=O)(=O)N2CCOCC2)c1 | -0.5 | -8.6 | -4.0 | 17.5 | 2.7 | 6.1 | -1.4 | 18.1 |
| Cc1ccc(C)c(N2CCN(C(=O)CCc3nc(-c4ccc(F)cc4)no3)CC2)c1 | 2.3 | 12.7 | / | 20.9 | 32.0 | -9.8 | 1.2 | 9.0 |
| CC(=O)OC(COc1ccc(F)cc1)Cn1cnc2ccccc21 (stereo not drawn) | 1.1 | 25.1 | -9.6 | 3.1 | 8.4 | -2.9 | -2.5 | 5.0 |
| O=C(NCc1ccc2c(c1)OCO2)c1cccc(N2CCCC2=O)c1 | 0.2 | 13.7 | 11.0 | 15.9 | -12.6 | 11.0 | -1.3 | 21.2 |
| COC(=O)c1ccccc1-c1ccc(/C=N/NC(N)=O)o1 | 1.8 | -15.8 | -3.9 | 22.8 | 6.5 | -0.3 | 5.1 | 15.8 |
| CCOC(=O)C1CCN(C(=O)c2cc(S(=O)(=O)N3CCCCC3)ccc2C)CC1 | -1.7 | 16.6 | 6.9 | -12.1 | 12.3 | 6.5 | -2.0 | 4.6 |
| COc1cccc(-c2cccc(NC(=O)C3CCN(Cc4cnn(C)c4)CC3)c2)c1 | -2.3 | 15.1 | 6.2 | 9.3 | -0.2 | -7.9 | -2.2 | 17.2 |
| COc1cc2c(cc1OC)C(C)N(C(=O)Cc1ccc(C(F)(F)F)cc1)CC2 (stereo not drawn) | -0.4 | 26.0 | 36.6 | -29.8 | 23.7 | 12.9 | -2.4 | -36.3 |
| CN1CCN(CCOCCOc2c(Cl)cc(Cl)cc2Cl)CC1 | -0.9 | 1.6 | -17.8 | 25.3 | -12.4 | -7.4 | -1.8 | -14.5 |
| CCOC(=O)CCc1c(C)c(C#N)c2nc3ccccc3n2c1-n1ccnc1 | 0.4 | -6.5 | 9.3 | -1.7 | 3.7 | 5.0 | -3.2 | 0.8 |
| C=CCSC1=C(C#N)C(c2ccccc2OCC)C(C#N)C(=O)N1 (stereo not drawn) | 1.3 | 2.3 | 11.0 | 2.1 | 18.5 | 4.6 | -3.3 | -1.0 |
| Cc1nc(C(=O)NNC(=O)c2ccccc2Cl)c(C(F)(F)F)o1 | 0.8 | 0.8 | 7.1 | 16.9 | 2.9 | 6.4 | -2.4 | 18.0 |
| O=C1CCC/C(=N/NC(=O)c2cc(NS(=O)(=O)c3cccs3)cc(NS(=O)(=O)c3cccs3)c2)C1 | 2.6 | 3.5 | 0.2 | 2.8 | 4.7 | 10.1 | -0.1 | 1.7 |

Source: PubChem BioAssay (Sanford-Burnham Center for Chemical Genomics)
